Source: PubChem (several laboratories)
S1P4 antagonist: antagonists of human S1P4 receptor; O95977; S1P4-expressing cells, antagonist mode, reporter read-out; inhibition, % at 4.98 µM; actives 0.26% (n = 220,000); AID 1510; in the data active = inhibition above about 29%;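 also: 0% = wells stimulated with agonist and 100% = vehicle wells without agonist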
BaF3 tox: reduces parental Ba/F3 cell viability, JAK2V617F counter-screen; CellTiter-Glo ATP luminescence; inhibition, % at 5.6 µM; actives 1.1% (n = 220,000); AID 1486;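 active = inhibition above a per-campaign cutoff, the mean inhibition of all tested compounds plus 3 SD, cut at about 27% in these data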;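 also: 0% = DMSO wells and 100% = JAK Inhibitor I control wells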
EP2 mod: modulates human prostaglandin E2 receptor EP2 signaling; P43116; EP2-expressing cells, cAMP HTRF FRET, PGE2 co-stimulation; induction, % at 25 µM; actives 0.83% (n = 260,000);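 active = compounds whose cAMP rise, as percent of the full-agonist control response, exceeds 60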;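 also: rat C6 glioma line stably carrying human EP2 under a CMV promoter; the protocol text gives 20 µM as final concentration; 100% = response of wells given 1 µM PGE2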
Target sequence (P43116 whole entry, looked up): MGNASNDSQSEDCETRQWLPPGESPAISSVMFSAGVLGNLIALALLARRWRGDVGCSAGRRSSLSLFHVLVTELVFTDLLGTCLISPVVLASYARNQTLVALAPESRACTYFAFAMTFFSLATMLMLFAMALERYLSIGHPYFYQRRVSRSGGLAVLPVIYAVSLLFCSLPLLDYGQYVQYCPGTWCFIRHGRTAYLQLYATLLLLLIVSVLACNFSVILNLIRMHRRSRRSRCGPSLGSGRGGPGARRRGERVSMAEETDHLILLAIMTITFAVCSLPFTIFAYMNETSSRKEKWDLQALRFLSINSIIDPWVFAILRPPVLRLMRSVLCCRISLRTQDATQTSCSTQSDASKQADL
S1P4 agonist: activates the human S1P4 receptor. O95977. activation, % at 4.98 µM. S1P4-expressing cell line, agonist reporter assay. actives 0.35% (n = 220,000); in the data active = activation above about 11%;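 also: 0% = DMSO vehicle and 100% = reference agonist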
Ba/F3 V617F tox: loss of viability in JAK2V617F-driven Ba/F3 cells; inhibition, % at 5.6 µM; actives 1.1% (n = 220,000); Ba/F3 EpoR-JAK2V617F viability, ATP luminescence; AID 1446;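 active = inhibition above the campaign mean plus 3 SD over all tested compounds, cut at about 24% in these data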;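 also: cytokine-independent growth of Ba/F3 cells driven by EpoR plus mutant JAK2; 0% = DMSO-treated cells and 100% = JAK inhibitor I control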
PERK inhibitor: inhibitors of human PERK kinase; Q9NZJ5; CHO PERK-DD fusion, SEAP luminescence translation reporter; inhibition, % at 5.6 µM; actives 0.17% (n = 220,000);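 active = inhibition above the mean inhibition of all tested compounds plus 3 SD, set separately per screening campaign, cut at about 2.9% in these data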;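 also: PERK kinase domain activated by AP20187 dimerizer at 100 nM; 0% = DMSO with dimerizer and 100% = rapamycin at 8.4 µM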
TRPML3 ag: human mucolipin-3 channel agonism; HEK293 TRPML3-YFP, Fluo-8 calcium fluorescence; 100% = the carbachol control signal; Q8TDD5; actives 0.29% (n = 220,000); activation, % at 3 µM;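 active = activation above its plate's cutoff, the mean activation of the plate's test wells plus 3 SD, cut at about 12% in these data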;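 also: 0% = DMSO only wells and 100% = carbachol wells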
Target sequence (Q8TDD5 whole entry, looked up): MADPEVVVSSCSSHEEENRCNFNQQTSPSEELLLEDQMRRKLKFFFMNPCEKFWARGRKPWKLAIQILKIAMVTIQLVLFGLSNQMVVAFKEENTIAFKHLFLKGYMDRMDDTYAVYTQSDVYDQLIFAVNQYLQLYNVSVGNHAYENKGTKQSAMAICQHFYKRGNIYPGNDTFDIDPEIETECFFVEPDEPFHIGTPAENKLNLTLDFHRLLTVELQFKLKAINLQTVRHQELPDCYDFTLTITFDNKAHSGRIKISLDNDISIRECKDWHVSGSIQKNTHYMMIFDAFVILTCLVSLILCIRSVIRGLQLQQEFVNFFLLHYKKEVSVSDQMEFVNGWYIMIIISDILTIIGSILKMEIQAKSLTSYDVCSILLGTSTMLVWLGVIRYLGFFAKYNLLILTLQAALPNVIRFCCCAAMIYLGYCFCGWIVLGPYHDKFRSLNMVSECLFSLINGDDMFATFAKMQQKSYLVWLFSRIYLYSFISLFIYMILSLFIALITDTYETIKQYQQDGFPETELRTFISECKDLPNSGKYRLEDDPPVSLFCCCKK
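Material: HEK293 cells stably carrying human TRPML3-YFP; compound dosing: single dose, 3 µM final nominal compound, 0.3% DMSO final; incubation: 1-h 37 °C dye load, 5-s basal, 120-s post-compound reads; technique: Fluo-8 intracellular calcium fluorescence, excitation 470-495 nm, emission 515-575 nm; read-out basis: percent activation from peak-to-basal fluorescence ratio, scaled between DMSO and carbachol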
m-calpain inh: calpain II (pig) inhibition | purified calpain II, fluorogenic peptide substrate, 30 min | inhibition, % at 16 µM | actives 0.37% (n = 220,000) | AID 1236;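 active = inhibition above about 50%, limit read from the data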
TRPN1 ag: zebrafish TRPN1 (NompC) channel agonism. HEK293 zebrafish TRPN1-YFP, Fluo-8 calcium fluorescence; 100% = response to 87 µM carbachol. activation, % at 3 µM. actives 0.18% (n = 220,000);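 active = activation above its plate's cutoff, the mean activation of test wells on that plate plus 3 SD, cut at about 19% in these data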;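 also: 0% = DMSO alone and 100% = 87 µM carbachol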
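Assay system: Zebrafish TRPN1-YFP in HEK293 cells | Incubation: Dye loading 1 h at 37 °C, then 30 min room temperature | Measured by: Kinetic Fluo-8 fluorescence, ex 470-495, em 515-575 nm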
Starred values were filed as active, the others as inactive; & = joins results of further samples.

Each structure is followed by: S1P4 antagonist	BaF3 tox	EP2 mod	S1P4 agonist	Ba/F3 V617F tox	PERK inhibitor	TRPML3 ag	m-calpain inh	TRPN1 ag
C=CCc1c(N(CC)CC)nc(C)[nH]c1=O
 : 0	-4	29	-0.1	-2	2.8	0.0	13	1.3
CCOC(=O)CN(C(=O)COc1nc(-c2ccccc2)cc(C)c1C#N)c1ccccc1C
 : -3	-3	-3	0.3	0	1.4	0.8	5	1.1
COCCCNC(=O)/C(C#N)=C/c1cc(C)[nH]c1C
 : -21	4	-17	2.8	-2	1.8	1.1	-15	0.6
CC1COc2ccccc2N1S(=O)(=O)c1ccc(Cl)cc1 (configuration not stated)
 : -7	6	59	1.3	0	0.2	-0.5	0	-1.9
COc1ccc(C2=C(C)CC(C)(C)NC2=O)cc1OC
 : -3	3	-4	0.4	-1	0.4	1.0	0	-0.5
COC(=O)c1ccccc1NC(=O)c1cccc(NC(=O)c2ccc(Br)o2)c1C
 : -26	2	9	2.2	-5	0.1	-0.1	9	0.0
CCOC(=O)c1c(-c2ccc(C)o2)csc1NC(=S)NC(=O)N(C)C
 : -12	6	0	-0.2	2	-0.5	0.2	-32	2.5
CCOC(=O)CSc1nnc(-c2ccc(NS(=O)(=O)c3ccc(C)cc3)cc2)o1
 : 4	5	15	0.2	2	-0.1	-1.2	4	-0.2
O=C(NNc1ncc(C(F)(F)F)cc1Cl)c1ccc(Cl)c(Cl)c1
 : 0	-4	-39	1.4	0	0.3	0.4	2	-0.9
COC(=O)c1[nH]c2ccc(F)cc2c1NS(=O)(=O)c1ccc(OC)cc1
 : -4	61*	0	0.3	81*	-0.1	1.0	-9	1.3
CC1(C)NC(=O)N(CNc2cc(Cl)ccc2Cl)C1=O
 : -18	0	20	-3.6	-5	0.4	-0.6	-23	-1.1
Cc1cc(N2CCN(C)CC2)nc2ccc(NC(=S)NCc3cccs3)cc12
 : -1	7	-64	0.9	3	0.3	1.8	41	1.2
CCCn1c(SCC(=O)Nc2nnc(C(C)C)s2)nc2c1c(=O)n(C)c(=O)n2C
 : -19	0	4&2	1.2	0	0.6	0.5	17	-0.1
COC(=O)/C=C/c1ccc(OC(=O)OC)c(OC(=O)OC)c1
 : 1	7	34	0.4	30*	-0.2	-0.6	3	-1.0
COC(=O)C1=C(C)N(C2CCCCC2)C(=O)/C1=C\c1cccs1
 : 1	2	55	0.6	-2	0.8	0.1	-4	-1.5
COc1ccc(COCC(O)CN(Cc2ccccc2)C(C)C)cc1OC (configuration not stated)
 : -10	5	-9	1.9	0	-0.6	1.0	-8	0.2
CCCCN(Cc1ccccc1)S(=O)(=O)c1cc(Br)cc2c1N(C(C)=O)C(C)C2 (configuration not stated)
 : -9	0	57	-1.2	-5	-1.0	0.0	-10	-0.8
CCOC(=O)c1sc(NC(=O)C(OC(C)=O)c2ccccc2)nc1C (configuration not stated)
 : -23	3	-14	0.8	2	-0.6	0.0	18	-0.6
Cc1ccc(Oc2ccc(-c3nc(N)nc(N)n3)cc2)cc1C
 : -7	4	-18	-0.9	-5	-0.8	-0.4	-2	-0.8
CS(=O)(=O)NCCCCCCNS(C)(=O)=O
 : -27	0	22	2.1	-3	0.6	0.0	-9	-0.1

Next part
Each structure is followed by: S1P4 antagonist	BaF3 tox	EP2 mod	S1P4 agonist	Ba/F3 V617F tox	PERK inhibitor	TRPML3 ag	m-calpain inh	TRPN1 ag
NS(=O)(=O)c1cccc(NC(=O)COC(=O)Cc2ccc(S(=O)(=O)N3CCCCC3)s2)c1
 : 2	7	-16	1.0	2	0.6	-1.0	-84	1.1
CCN(CC)S(=O)(=O)c1ccc(NC(=O)COC(=O)c2c[nH]c(=O)[nH]c2=O)cc1
 : 3	-1	1	-1.6	-6	1.9	1.0	-10	1.2
Cc1[nH]c2ccccc2c1/C=N/NC(=O)c1cccs1
 : 2	4	-55	0.3	-3	0.5	0.3	-32	0.3
Cc1cccc2cc(C(c3nnnn3C(C)(C)C)N3CCN(C(=O)c4ccco4)CC3)c(=O)[nH]c12 (configuration not stated)
 : -25	4	15	2.2	2	-0.7	0.0	-24	1.0
C=CC#CC[N+]1(CC#Cc2ccccc2)CCOCC1
 : -8	21	14	0.1	11	0.5	1.3	-17	0.5
COc1ccc(NC(=O)Nc2cc(NC(=O)Nc3ccc(OC)cc3)c(C)nc2C)cc1
 : 11	8	15	-0.6	0	-0.2	0.7	9	1.5
O=C(O)CCC(=O)Nc1ccc(N2CCOCC2)cc1
 : -9	2	16	2.4	0	-0.1	0.9	14	0.8
CCN(CCO)c1cc(Cl)nc(SC)n1
 : -14	2	-14	1.6	-3	0.8	-0.1	13	0.4
O=C(Nc1ccc2c(c1)OCCO2)c1cccs1
 : -17	4	-25	0.4	-1	1.2	-0.2	-3	0.7
Cc1nc2c(N=Nc3ccccc3F)c(N)nn2c(N)c1C#N
 : 13	2	-42	-1.5	-3	0.8	0.7	-2	-1.5
COc1cccc(/C=C/C(=O)OCC(=O)Nc2cc(C(F)(F)F)ccc2Cl)c1
 : -9	6	2	0.5	2	-0.7	0.0	4	-0.8
O=C(Nc1ccc2c(c1)oc1ccccc12)c1ccc(Br)o1
 : 4	0	-16	1.2	-1	0.3	1.0	-37	1.8
CCNC(=O)COc1ccc(/C=N/NC(=O)c2cccnc2)cc1OC
 : -3	3	13	-0.5	2	0.5	0.6	-4	0.6
Cc1ccc2[nH]c(=O)c(-c3noc(CC(C)C)n3)cc2c1
 : 5	1	-25	0.0	-3	-0.3	-0.3	-70	0.3
Cc1ccc(NC(=O)c2ccc(N/N=C/c3cccc(O)c3)c([N+](=O)[O-])c2)cc1
 : -9	-2	-1	14*	-2	1.5	-0.2	30	3.4
Cn1c(=O)oc2cc(C(=O)c3ccccc3)ccc21
 : -6	2	1	1.2	-3	0.1	0.1	10	0.1
CCn1c(-c2ccccc2)c(C(=O)CCl)c2ccccc21
 : 9	3	78*	0.8	-4	1.1	-0.5	-29	-2.7
CC1Cc2ccccc2N1C(=O)CSc1nnc(Cc2ccccc2)n1CCc1ccccc1 (configuration not stated)
 : -12	8	66*	1.3	1	-1.6	-0.2	18	-1.6
O=C(Nn1cnnc1)C(c1ccccc1)c1ccccc1
 : 9	5	9	0.6	4	1.4	0.2	6	0.5
O=C(NCc1ccncc1)C1COc2ccccc2O1 (configuration not stated)
 : -12	4	-21&29	0.8	-3	0.1	0.7	-17	0.6

Additional entries
Each structure is followed by: S1P4 antagonist	BaF3 tox	EP2 mod	S1P4 agonist	Ba/F3 V617F tox	PERK inhibitor	TRPML3 ag	m-calpain inh	TRPN1 ag
O=C(COc1ccc(S(=O)(=O)NCCc2ccccc2)cc1)N1CCCC1
 : -2	4	-5	-1.5	3	0.0	-0.1	1	-0.2
NC(=O)c1ccc(NC(=O)c2ccccc2S(=O)(=O)c2ccccc2[N+](=O)[O-])cc1
 : 2	5	-3	-0.2	-3	1.2	1.1	1	3.0
Cc1ccc(S(=O)(=O)N(C)c2ccc(C(=O)NCc3ccccn3)cc2)cc1
 : 3	1	-16	-1.2	0	1.1	-0.1	-11	0.6
CCOCCCNC(=O)N[C@@H](C)C(=O)OC
 : -17	3	11	-0.3	-3	0.7	0.7	-15	1.0
CC(=O)CSc1ncnc2sc3c(c12)CCC(C)C3 (configuration not stated)
 : 12	1	61*	-0.2	0	0.6	0.0	12	-1.9
Cc1cc(NC(=O)CSc2nnc(-c3ccoc3C)n2N)no1
 : 17	7	-1	0.5	4	1.3	0.6	6	1.4
OC(c1ccccc1)c1nccc2ccccc12 (configuration not stated)
 : -2	4	35	-2.3	-3	0.5	0.1	-16	0.5
COc1ccc(NC(=S)Nc2cccc3cnccc23)cc1
 : -14	10	-7	0.9	-4	0.3	0.6	14	-0.7
CC1=NC2(CCCc3c2no[n+]3[O-])N(O)C1(C)C (configuration not stated)
 : -2	1	27	1.6	1	0.1	1.0	10	1.4
Cc1cccc(NC(=O)Cc2noc3ccccc23)c1C
 : -14	9	11	-0.8	4	0.6	0.2	11	0.9
Cc1ccc(SC(C)C(=O)N2CCCC2)cc1 (configuration not stated)
 : 0	4	27	0.5	5	-1.1	-0.3	18	-0.3
O=S(=O)(NCCCN1CCOCC1)c1ccc(Cl)s1
 : -3	-1	-28	-0.3	0	0.9	1.0	-2	1.1
Cc1nn(Cc2ccccc2)c(Cl)c1C(=O)NCCc1ccccc1
 : -19	6	-18	5.7	2	-0.4	0.4	20	0.7
CC(C)CCN1CCNC(=O)C1CC(=O)Nc1ccc(F)cc1 (configuration not stated)
 : -1	-1	10	0.6	2	0.3	0.6	-52	-0.4
CCNc1nc(OC)nc(SCC(N)=O)n1
 : -4	7	24	0.4	3	0.8	1.5	-1	-0.7
O=[N+]([O-])c1ccc(Sc2n[nH]c(-c3ccncc3)n2)nc1
 : -2	7	10	-0.8	5	0.0	0.8	1	-0.8
NS(=O)(=O)c1ccc(NC(=S)NC(=O)/C=C/c2ccco2)cc1
 : -11	4	0	-1.1	-2	1.6	-0.5	-21	0.3
COCCNC(=O)C(C)OC(=O)c1cc2sccc2n1C (configuration not stated)
 : -6	0	2	-0.6	1	0.1	-0.4	-8	-0.3
CC1=CC(C)(C)N(C(=O)CSc2ncn[nH]2)c2ccccc21
 : -5	4	-3	2.6	-3	-1.4	-0.8	-22	-1.4
COc1ccc(NC(=O)c2ccccn2)cc1S(=O)(=O)N1CCOCC1
 : -7	9	-25	1.0	1	1.3	1.7	-32	0.4
COc1cc2c(cc1NC(=O)C(C)N1CCN(S(=O)(=O)c3ccc(C)c(C)c3)CC1)oc1ccccc12 (configuration not stated)
 : -3	-1	-24	0.4	-5	0.3	0.9	-122	-0.8
Cc1ccc(-c2cc(C(=O)N/N=C/C=C/c3ccccc3)n[nH]2)s1
 : 0	5	-1	-0.2	-1	0.8	0.0	-52	-1.2
O=C(O)C1(P(=O)(c2ccc(Cl)cc2)c2ccc(Cl)cc2)CC1
 : -2	-4	6	0.9	-4	2.1	0.7	19	0.3
